CHO parental Ca: counter-screen for OX1R antagonists: effect in parental CHO cells; parental CHO-K1, ATP-induced calcium, Fluo-8 fluorescence; inhibition, % at 5.6 µM; AID 463079; 0.63% of 330,000 active;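 active means inhibition above that plate's mean sample inhibition plus 3 SD, cut at about 26% in these data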;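 further: 0% = ATP-challenged DMSO wells and 100% = DMSO wells without ATP; some compounds past the cut are filed as inactive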
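Test system: parental CHO cells; detection: calcium-sensitive Fluo-8 fluorescence; evaluation: percent inhibition of calcium signal; also added: ATP as calcium-mobilizing challenge; repeats: one well per compound; control set: ATP-challenged DMSO wells low, unchallenged DMSO wells high; compound: single nominal dose of 5.6 µM per compound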
TAAR1 antag: antagonists of human TAAR1; Q96RJ0; CHO RD-HGA16 TAAR1, Fluo-8 calcium fluorescence, antagonist; inhibition, % at 3 µM; 1.5% of 360,000 active; AID 624466;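 active means inhibition above a per-plate cutoff, the mean inhibition of test compounds on that plate plus 3 SD, cut at about 49% in these data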;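 further: 0% = DMSO plus EC80 beta-PEA response and 100% = DMSO alone without agonist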
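Assay system: CHO-derived RD-HGA16 cells stably expressing human TAAR1 plus Gα16. Timing: 140 s kinetic read after compound, 140 s after agonist. Technique: kinetic Fluo-8 calcium fluorescence measurement. Measure: % inhibition of agonist calcium response.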
TAAR1 ag: human TAAR1 agonism; Q96RJ0; CHO RD-HGA16 TAAR1, Fluo-8 calcium fluorescence; vehicle wells 0%, saturating PEA agonist 100%; AID 624467; activation, % at 3 µM; 0.99% of 360,000 active;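 active means activation above the mean activation of all test compounds in the run plus 3 SD, cut at about 38% in these data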
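Test system: RD-HGA16 (CHO) cells co-expressing Gα16 and hTAAR1; dosing: one-point dosing at 3 µM (nominal); timing: 17-24 h seeding, 75 min 37 °C dye, 30 min RT; signal: kinetic Fluo-8 calcium fluorescence; read-out basis: % activation relative to PEA EC100 response; controls: DMSO and PEA EC100; replicates: n 1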
CHRM1 agonist: activates human CHRM1 receptor; P11229; CHO-K1 hM1, Fluo-8 calcium fluorescence, agonist mode; 0% DMSO, 100% acetylcholine EC100; activation, % at 3 µM; 0.33% of 360,000 active; AID 588814;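 active means activation above the run's mean compound activation plus 3 SD, cut at about 16% in these data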;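 further: peak over basal fluorescence ratio within a 140 s kinetic read after compound addition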
Target sequence (P11229 whole entry, looked up): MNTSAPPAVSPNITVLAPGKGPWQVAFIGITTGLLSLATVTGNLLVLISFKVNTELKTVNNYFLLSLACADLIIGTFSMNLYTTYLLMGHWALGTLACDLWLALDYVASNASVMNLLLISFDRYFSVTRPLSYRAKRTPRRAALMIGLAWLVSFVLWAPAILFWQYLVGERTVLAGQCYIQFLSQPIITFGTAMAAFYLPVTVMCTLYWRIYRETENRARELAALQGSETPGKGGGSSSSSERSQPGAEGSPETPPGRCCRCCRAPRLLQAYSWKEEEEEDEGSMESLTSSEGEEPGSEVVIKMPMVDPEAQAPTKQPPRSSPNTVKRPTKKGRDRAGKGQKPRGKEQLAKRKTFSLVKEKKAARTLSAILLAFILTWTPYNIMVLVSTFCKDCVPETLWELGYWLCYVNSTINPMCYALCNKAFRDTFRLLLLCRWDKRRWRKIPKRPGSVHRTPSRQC
CHO-K1 Ca antag: M1 antagonist counterscreen hit in parental CHO-K1 cells | ATP-induced calcium, Fluo-8 fluorescence | inhibition, % at 3 µM | 0.6% of 360,000 active;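 active means inhibition above a per-plate cutoff, the plate's mean sample inhibition plus 3 SD, cut at about 24% in these data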;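 further: 0% = DMSO plus EC80 ATP and 100% = DMSO alone without ATP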
M1 ag parental: counter-screen for M1 agonists: effect in parental CHO-K1 cells | Fluo-8 calcium fluorescence; scaled to maximal ATP response, vehicle zero | activation, % at 3 µM | 0.48% of 360,000 active | AID 602248; in the data active means activation above about 15%;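 further: untransfected CHO-K1 host cells lacking M1 receptor as counterscreen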
OXTR potentiate: potentiates the human oxytocin receptor response; P30559; CHO-OTR cells, Fluo-8 calcium fluorescence, potentiator mode; 0% = oxytocin EC15, 100% = EC100; activation, % at 3 µM; 0.061% of 320,000 active; AID 2445;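 active means activation above that plate's cutoff, the mean activation of tested compounds plus 3 SD, cut at about 6.6% in these data, passing the limit was not always enough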;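 further: 100% uses oxytocin at 75 nM as the full agonist control; some results filed as inactive read as strong as hits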
Target sequence (P30559 whole entry, looked up): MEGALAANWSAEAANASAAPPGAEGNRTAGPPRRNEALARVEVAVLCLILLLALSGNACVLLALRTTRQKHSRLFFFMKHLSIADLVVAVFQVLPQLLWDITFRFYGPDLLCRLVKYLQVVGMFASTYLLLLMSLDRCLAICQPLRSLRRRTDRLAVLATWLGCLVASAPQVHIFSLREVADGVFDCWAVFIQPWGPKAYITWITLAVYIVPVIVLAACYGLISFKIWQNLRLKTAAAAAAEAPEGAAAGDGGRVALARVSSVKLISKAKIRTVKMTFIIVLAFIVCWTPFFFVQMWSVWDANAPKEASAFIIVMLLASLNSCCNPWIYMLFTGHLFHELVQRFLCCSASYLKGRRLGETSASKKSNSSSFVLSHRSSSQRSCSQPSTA
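System: human OTR in CHO cells; Also added: sub-maximal oxytocin, roughly EC15; Timing: compound 6 min at room temperature before oxytocin, 100 s read; Technique: Fluo-8 intracellular calcium fluorescence, ex 470-495, em 515-575 nm; Controls: oxytocin EC15 low and EC100 high; Replication: singlicate.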
M1 PAM parental: counter-screen for M1 PAMs: effect in parental CHO-K1 cells | AID 602247 | activation, % at 3 µM | ATP EC20, Fluo-8 calcium fluorescence; 0% at ATP EC20, 100% at ATP max | 0.02% of 360,000 active;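 active means activation above the run cutoff, the mean activation of all test compounds plus 3 SD, cut at about 40% in these data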;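 further: peak over basal fluorescence ratio in a 140 s read after ATP addition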
CHRM1 antagonist: blocks human M1 muscarinic receptor | P11229 | CHO-K1 hM1, Fluo-8 calcium fluorescence, ACh EC80 antagonist | inhibition, % at 3 µM | 1.3% of 360,000 active | AID 588852;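 active means percent inhibition above its own plate's cutoff, namely the mean of that plate's compound wells plus 3 SD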;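 further: peak over basal fluorescence ratio during 140 s after agonist addition; 0% = ACh EC80 plus DMSO and 100% = DMSO alone without agonist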
Numbers without * were called inactive; . = no result given. Rows are unselected, and some 4.2% of all compounds hit somewhere here.

The first 5 compounds (preview)
SMILES	CHO parental Ca	TAAR1 antag	TAAR1 ag	CHRM1 agonist	CHO-K1 Ca antag	M1 ag parental	OXTR potentiate	M1 PAM parental	CHRM1 antagonist
COc1ccc(OCCNC(=O)c2cc(C3CC3)nc3c2cnn3C(C)C)cc1	-25	49*	3	-5	-9	5.6	11	-4	19
COc1cc(C(=O)Oc2ccccc2/C=N/NC(=O)c2ccc(C)c(Cl)c2)cc(OC)c1OC	-13	4	2	-5	-10	0.4	-5	20	-9
O=C(NCC(c1cccnc1)N1CCN(c2ccccc2F)CC1)c1cccc(Cl)c1 (stereo not drawn)	-16	-4	9	-1	0	4.2	-4	4	13
Cc1ccccc1C1CC(=O)c2ccccc2C1C (stereo not drawn)	.	-18	1	-5	-3	-0.2	.	11	-17
O=C(C1CCN(S(=O)(=O)c2cc(Cl)ccc2Cl)CC1)N1CCOCC1	-16	-2	1	-1	9	0.2	-7	-4	7

The whole of this part, from the first entry:
SMILES	CHO parental Ca	TAAR1 antag	TAAR1 ag	CHRM1 agonist	CHO-K1 Ca antag	M1 ag parental	OXTR potentiate	M1 PAM parental	CHRM1 antagonist
COc1ccc(OCCNC(=O)c2cc(C3CC3)nc3c2cnn3C(C)C)cc1	-25	49*	3	-5	-9	5.6	11	-4	19
COc1cc(C(=O)Oc2ccccc2/C=N/NC(=O)c2ccc(C)c(Cl)c2)cc(OC)c1OC	-13	4	2	-5	-10	0.4	-5	20	-9
O=C(NCC(c1cccnc1)N1CCN(c2ccccc2F)CC1)c1cccc(Cl)c1 (stereo not drawn)	-16	-4	9	-1	0	4.2	-4	4	13
Cc1ccccc1C1CC(=O)c2ccccc2C1C (stereo not drawn)	.	-18	1	-5	-3	-0.2	.	11	-17
O=C(C1CCN(S(=O)(=O)c2cc(Cl)ccc2Cl)CC1)N1CCOCC1	-16	-2	1	-1	9	0.2	-7	-4	7
COc1cccc(-c2nc(CS(=O)(=O)CC(=O)N3CCCCC3)c(C)o2)c1	-28	0	-1	-3	-10	0.6	-3	-5	-1
Cc1ccc(S(=O)(=O)NC(Cc2ccccc2)C(=O)O)cc1C (stereo not drawn)	3	6	0	-3	-3	0.4	-14	5	-14
CC(=O)Nc1ccc(NC(=O)C(C)OC(=O)c2ccc3ccccc3n2)cc1 (stereo not drawn)	-4	-21	-2	-2	-6	-0.1	-4	-8	3
O=C(NCc1ccco1)c1nc(-c2ccccc2)n(-c2ccccc2)n1	-11	-10	3	-3	-7	0.9	4	8	-18
C#CCOCCOCCOCCNc1nc(N2CCN(C(=O)[C@H]([C@@H](C)O)n3cc(CCCCN)nn3)CC2)nc(N2CCN(C(=O)[C@H]([C@@H](C)CC)n3cc(CCCCN)nn3)CC2)n1	1	2	13	-11	3	0.2	2	10	1
CCCCCC/C=C/c1ccc([C@H]2[C@H]3C=CC[C@@H](C)[C@@H]3C(=O)N2Cc2ccccc2)c(F)c1	-9	-12	2	-1	-12	-0.1	-7	10	-2
O=[N+]([O-])c1ccc(N/N=C/c2ccccc2O)cc1	27	79*	37	0	-4	4.4	-22	-8	-3
COc1ccccc1N1CCN(c2cnccn2)CC1	-14	-3	8	-1	-6	0.9	-8	24	-5
NC(=O)CC(NC(=O)Cc1cccc2ccccc12)c1ccc(NC2CCCCCC2)c([N+](=O)[O-])c1 (stereo not drawn)	-14	10	8	0	-17	0.9	-5	18	-18
COc1ccc(S(=O)(=O)Nc2c(O)ccc3ccccc23)cc1OC	-6	-12	3	1	-7	2.5	-5	-1	-16
O=C(CN1CCN(Cc2ccccc2)CC1)Nc1ccc(F)c(F)c1	.	4	2	-6	-9	0.6	.	4	15
CCN(CC)S(=O)(=O)c1ccc(Oc2ccccc2OC)cc1	20	-12	3	-2	-10	3.2	-13	8	-21
OCCNc1nc(Cl)nc(NCc2ccco2)n1	1	-15	5	-2	-16	0.1	-1	9	-12
Cc1cccc(N/N=C/c2ccc(O)c(O)c2O)c1	-17	-13	2	-2	-5	1.2	2	10	-3
COc1cc2cc(CN(CCN3CCCC3)C(=O)Nc3ccc(F)cc3)c(=O)[nH]c2cc1OC	-4	-12	1	-5	-13	-0.4	-9	15	-2
CCC(=O)c1cc2c(C)cc(=O)oc2c(C)c1OC(C)=O	-9	6	1	-8	-8	0.0	-1	9	4
CN(C)C(=O)c1cc(Br)ccc1Cl	3	-15	3	-3	3	0.1	-8	-8	9
Cc1ccc(S(=O)(=O)N2CCCCC2)cc1NC(=O)C1CC(=O)N(Cc2ccco2)C1 (stereo not drawn)	-8	-2	-3	-4	-9	-0.5	-11	-8	15
CCN(CC)S(=O)(=O)c1cccc(NC(=O)COc2ccc(Cl)cc2Br)c1	-5	28	8	-1	1	3.1	-7	12	8
OC(CSc1nnnn1-c1ccccc1)Cn1c2ccccc2c2ccccc21 (stereo not drawn)	.	9	0	.	-16	-0.3	.	18	.
COC(=O)c1c(NC(=O)COC(=O)Cn2cnc3ccccc32)sc(C)c1C	-2	-6	6	-3	18	0.1	-12	-7	-25
CCCC(=O)Nc1ccc(NC(=O)CCc2ccccc2)cn1	-15	-12	3	1	13	0.2	1	-5	-9
CCn1c(=O)cc(OCC(=O)NCCC(C)C)c2ccccc21	-16	-7	0	-4	0	0.5	1	-4	3
COc1ccc(N(CC(=O)N2CCN(C)CC2)S(C)(=O)=O)cc1OC	-1	-5	7	2	-6	1.3	-4	20	-26
N#Cc1c(C(F)(F)F)cc(-c2ccccc2)nc1SCC(=O)Nc1sc2c(c1C#N)CCC2	2	-4	4	-1	-12	0.2	-8	-7	-28
COc1ccc(OCCSc2nnc(CCNC(=O)c3ccc(Cl)c(Cl)c3)n2C)cc1	-27	-4	14	-4	-6	1.9	-8	13	0
CC#CCc1cc2ccccc2c(=O)o1	-13	-12	1	-2	7	0.9	-5	5	-14
CCCN(CC(=O)c1cc(C)n(C)c1C)S(=O)(=O)c1cccc(C(F)(F)F)c1	13	9	2	-5	3	-0.7	-13	6	8
O=C(Nc1nccs1)C1CC(=O)N(Cc2ccco2)C1 (stereo not drawn)	-14	-4	0	-7	-11	0.4	-2	7	2
Cc1cccc(NCc2ccc([N+](=O)[O-])s2)c1	-5	-13	-1	-4	7	-0.2	-18	-3	-13
Oc1ccccc1-c1cc(-c2ccccc2)n[nH]1	-4	2	14	-1	1	0.8	-6	5	0
Cc1ccc2nc(SCC(=O)Nc3nonc3N)[nH]c2c1	-8	2	0	-6	-17	0.6	-3	1	-2
CNC(=O)C[C@H]1C(=O)N(c2ccccc2)C[C@@H]1Cc1ccccc1	.	-7	0	-3	20	-0.2	.	1	-14
CC(=O)Nc1cccc(NC(=O)c2sc3ncn(CC(=O)N4CCCCC4)c(=O)c3c2C)c1	.	24	10	-4	2	0.0	.	2	-11
CC(NC(=O)NC1CCCCC1)C(c1cccs1)N1CCN(C)CC1 (stereo not drawn)	-3	-19	2	-8	-1	0.7	-5	15	-19
CN1CCN(CCCn2cnc3c(=O)oc4ccccc4c32)CC1	4	-3	3	-3	-23	0.3	-6	20	-7
COc1ccc([N+](=O)[O-])c(OC)c1C(=O)NC(=O)Nc1nc(C)cc(C)n1	-7	-6	3	-4	-12	1.8	-1	19	-15
COc1cc(C(C)=O)ccc1OCc1cc(C(=O)N2CCSCC2)no1	5	-9	0	-2	-7	1.9	-5	20	2
Fc1nc(N2CCCC2)c(F)c(Oc2ccccc2Oc2c(F)c(F)nc(N3CCCC3)c2F)c1F	1	-10	0	-1	-6	0.3	1	18	-1
CCOC(=O)c1c(C)[nH]c(C(=O)COC(=O)CNS(=O)(=O)c2ccc(C)cc2)c1C	-8	75*	12	-1	-18	8.4	-7	-17	3
O=C(N/N=C/c1cccc([N+](=O)[O-])c1)C1COc2ccccc2O1 (stereo not drawn)	2	9	2	-8	-2	2.0	-3	19	-4
CCN(CC)c1ccc(CNc2nc3ccccc3n2CCN2CCOCC2)cc1	-20	5	0	-13	-8	1.7	-2	19	-2
O=[N+]([O-])c1ccc(Nc2cccc3c2[nH]c2c(-c4ccccc4)nccc23)c([N+](=O)[O-])c1	.	3	0	-1	-3	0.1	.	1	-6
NC(=S)N=Nc1c(O)[nH]c2ccccc12	-4	7	1	3	-5	-0.4	-8	2	-1
CC(C)(C)c1ccc(-n2ncc3c2CCCC3NC(=O)C2=NNC(=O)CC2)cc1 (stereo not drawn)	-4	-29	12	3	7	5.3	-10	1	13
More entries follow:
SMILES	CHO parental Ca	TAAR1 antag	TAAR1 ag	CHRM1 agonist	CHO-K1 Ca antag	M1 ag parental	OXTR potentiate	M1 PAM parental	CHRM1 antagonist
CCN(CC(=O)Nc1ccc(N2CCOCC2)cc1)C(=O)c1ccc(C(F)(F)F)cc1	-12	-8	2	-6	-7	0.6	-15	17	-11
O=C(COc1ccc(Cl)cc1Cl)NNC(=O)c1cccnc1	-11	4	1	-4	-20	1.1	-3	15	-8
CCn1cc(CN2CCC(n3nccc3NC(=O)Cc3ccccc3)CC2)c(C)n1	10	-28	1	-3	-2	-0.3	0	21	-5
CCOC(=O)c1ccc(NS(=O)(=O)c2c(C)n[nH]c2C)cc1	-1	8	0	-4	10	0.6	5	-15	17

By substructure: those above with bromine (two)
SMILES	CHO parental Ca	TAAR1 antag	TAAR1 ag	CHRM1 agonist	CHO-K1 Ca antag	M1 ag parental	OXTR potentiate	M1 PAM parental	CHRM1 antagonist
CN(C)C(=O)c1cc(Br)ccc1Cl	3	-15	3	-3	3	0.1	-8	-8	9
CCN(CC)S(=O)(=O)c1cccc(NC(=O)COc2ccc(Cl)cc2Br)c1	-5	28	8	-1	1	3.1	-7	12	8

Just TAAR1 antag, M1 ag parental and CHO-K1 Ca antag, for 3 of the compounds above:
SMILES,TAAR1 antag,M1 ag parental,CHO-K1 Ca antag
O=C(COc1ccc(Cl)cc1Cl)NNC(=O)c1cccnc1,4,1.1,-20
CCN(CC(=O)Nc1ccc(N2CCOCC2)cc1)C(=O)c1ccc(C(F)(F)F)cc1,-8,0.6,-7
CCOC(=O)c1ccc(NS(=O)(=O)c2c(C)n[nH]c2C)cc1,8,0.6,10
